IL2 activator: IL-2 activation; IL-2 activation reporter assay, cell-based qHTS; stimulated with anti-CD3/CD4/CD28 beads; in transgenic mouse T cells; activation, % (series mostly up to about 46 µM); 360,000 compounds, 0.065% hits; in the data active = activation above about 50%; inconclusive = mostly about 30% to 49%; also: 0% is about no effect
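EGFP and DsRed fluorescence is measured by plate cytometry in unstimulated transgenic mouse T cells exposed to compound for 60 minutes, then stimulated 18 hours at 37 degrees C with anti-CD3/anti-CD4 beads plus anti-CD28.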
WRN helicase inh: WRN helicase (human) inhibition. Potency, µM (titrated, usually from 114 µM), inactives show top-dose activity change, negative = inhibition, actives largely listed as inhibitors. Q14191. WRN helicase unwinding, fluorescent forked duplex, kinetic. 360,000 compounds, 0.46% hits. AID 651768; also: potency is read from the fitted curve at half-maximal effect; % is scaled to controls: 0 for no effect and ±100 for the full control effect; nearly all actives have a fitted effect of over 55% in size
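Kinetic red-fluorescence monitoring (525/598 nm) tracks WRN helicase activity after 100 nM fluorophore-quencher forked duplex and 2 mM ATP are added to 20 nM enzyme pretreated 15 min at room temperature with compound.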
PI5P4K alpha inh: inhibitors of human PI5P4K alpha. P48426. PI5P4Kalpha enzyme, ADP-Glo luminescence, 60 min; active compounds read low. max response, %. 330,000 compounds, 1.2% hits. AID 652105; active = max response of -50% or lower; inconclusive = between -30% and -50%; inactive = -30% or higher; also: value at the top dose of about 77 µM; % is scaled to controls: 0 for no effect and ±100 for the full control effect
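Single end-point luminescence (ADP-Glo) quantified ADP from PI5P4Kalpha turnover; ATP 5 microM final, 1 h at RT, 0.1% CHAPS and 0.28 mM EGTA in HEPES pH 7.4.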
aSyn rescue: inhibitors of alpha-synuclein toxicity in yeast | Yeast expressing alpha-synuclein, growth rescue, BacTiter-Glo, 24 h | Potency, µM (top dose mostly 46.1 µM), without a hit: at the highest dose growth rescue (activation), hits mostly activators | 370,000 compounds, 0.14% hits | AID 652106; also: potency is read from the fitted curve at half-maximal effect; % of control where 0% means no effect; nearly all actives have a fitted effect of over 65% in size
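Screening used galactose-induced yeast with toxic alpha-synuclein levels, exposed to compound for 24 hr at 30 deg C. Cell growth, read with BacTiter-Glo luminescence, gave the measured signal.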
Abeta yeast res: compounds reversing amyloid beta toxicity in yeast; yeast expressing A-beta42, growth rescue, OD600, 48 h; response scale: 0% DMSO, 100% iron-clioquinol control; Potency, µM (doses to about 46.1 µM), inactives show at the highest dose growth rescue, hits mostly activators; 410,000 compounds, 0.063% hits; AID 1347071; also: potency is read from the fitted curve at half-maximal effect; nearly all actives have a fitted effect of over 55% in size
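Yeast growth medium received pinned compounds, then yeast cells expressing toxic A-beta were added; plates incubated at 30 C for 48 hr. Growth read as absorbance at 600 nm, normalized to DMSO and equimolar FeCl3 plus clioquinol controls.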
FUS yeast rescue: FUS proteinopathy suppression in yeast; 390,000 compounds, 0.24% hits; AID 1347120; S. cerevisiae FUS-expressing, growth rescue, OD600, 24 h; Potency, µM (doses to about 76.6 µM), without a hit: top-dose growth rescue (activation), usual class: activators;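 also: potency is read from the fitted curve at half-maximal effect; plate controls were DMSO vehicle for no effect and reference control for full effect; nearly all actives have a fitted effect of over 55% in size; some results filed as inactive show a strong effect at the top dose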
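Read-out: OD at 600 nm after 24hr at 30C, reporting rescue of FUS-induced yeast toxicity. Cells at OD 0.005 in galactose (2%) minimal medium; compounds tested in a dilution series; CP55940 titration from 92uM final as control.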
PLK1 PBD inh: blocks phosphopeptide binding to human PLK1 polo-box domain. Plk1 PBD binding of FITC phosphopeptide, fluorescence polarization. Potency, µM, for the others: max response, negative = inhibition, most hits filed as inhibitors. 360,000 compounds, 2.8% hits; also: potency is read from the fitted curve at half-maximal effect; series mostly up to about 57 µM; % is scaled to controls: 0 for no effect and ±100 for the full control effect; nearly all actives have a fitted effect of over 65% in size
EPAC1 agonist: EPAC1 (human) agonism; O95398; EPAC1 agonist qHTS, biochemical assay; response scale: 100% = response to 6.5 mM cAMP; Potency, µM (highest dose often 154 µM), for inactives: at the top dose activation, usual class: activators; 360,000 compounds, 0.073% hits; AID 720707; also: potency is read from the fitted curve at half-maximal effect; nearly all actives have a fitted effect of over 60% in size
Target sequence (O95398 whole entry, looked up): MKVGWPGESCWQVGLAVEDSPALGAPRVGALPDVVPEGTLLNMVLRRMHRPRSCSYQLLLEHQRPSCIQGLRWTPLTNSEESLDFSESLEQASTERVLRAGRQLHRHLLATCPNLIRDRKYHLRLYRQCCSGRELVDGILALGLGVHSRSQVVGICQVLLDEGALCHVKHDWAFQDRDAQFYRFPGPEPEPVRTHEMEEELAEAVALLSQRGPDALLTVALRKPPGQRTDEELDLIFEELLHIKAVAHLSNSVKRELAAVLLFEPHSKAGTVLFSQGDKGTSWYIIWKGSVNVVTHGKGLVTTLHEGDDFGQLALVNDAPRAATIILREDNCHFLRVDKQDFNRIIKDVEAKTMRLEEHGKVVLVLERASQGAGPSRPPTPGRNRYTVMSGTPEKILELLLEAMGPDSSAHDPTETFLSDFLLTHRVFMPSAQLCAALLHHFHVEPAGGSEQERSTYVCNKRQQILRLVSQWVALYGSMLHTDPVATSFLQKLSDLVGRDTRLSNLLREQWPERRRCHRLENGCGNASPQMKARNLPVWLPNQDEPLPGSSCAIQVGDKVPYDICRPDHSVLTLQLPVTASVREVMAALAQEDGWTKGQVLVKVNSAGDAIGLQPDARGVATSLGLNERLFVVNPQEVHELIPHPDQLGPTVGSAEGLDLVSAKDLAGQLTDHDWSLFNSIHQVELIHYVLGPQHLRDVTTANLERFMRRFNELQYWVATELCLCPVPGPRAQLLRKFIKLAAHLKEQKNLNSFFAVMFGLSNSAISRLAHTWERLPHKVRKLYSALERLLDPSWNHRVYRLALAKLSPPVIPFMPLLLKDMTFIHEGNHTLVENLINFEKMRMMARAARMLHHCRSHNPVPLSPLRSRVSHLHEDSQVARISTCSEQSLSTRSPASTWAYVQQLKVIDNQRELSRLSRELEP
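Normalized to 6.5 mM cAMP, activity reflects EPAC1-catalysed release of BODIPY-GDP from Rap1B, followed kinetically over 30 min at 480 nm excitation, 540 nm emission. Reaction contained 100 nM EPAC1, 250 nM Rap1B-BODIPY-GDP, 50 uM GDP.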
EPAC1 antagonist: blocks human EPAC1 exchange factor; O95398; EPAC1 GEF assay, Rap1b-BODIPY-GDP exchange fluorescence; Potency, µM (highest dose often 115 µM), for the others: at the top dose activity change, negative = inhibition, most hits filed as inhibitors; 360,000 compounds, 0.14% hits; AID 720709;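 also: potency is read from the fitted curve at half-maximal effect; plate controls were vehicle for no effect and positive control for full effect; nearly all actives have a fitted effect of over 50% in size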
Starred values were filed as active, the others as inactive; ? = inconclusive; . = no result given; & = joins results of further samples; [ ] = another dose, or the depositor's remark. Unless noted, calls follow the shape of the dose curve; as a rule, active = well fitted curve in the direction sought with a large enough effect; inconclusive = small, poorly fitted or top-dose-only effect, or another doubt; inactive = no such curve, though single readings can be large; an effect the other way counts as inactive or inconclusive.

SMILES	IL2 activator	WRN helicase inh	PI5P4K alpha inh	aSyn rescue	Abeta yeast res	FUS yeast rescue	PLK1 PBD inh	EPAC1 agonist	EPAC1 antagonist
CN1CCN(c2ccccc2NC(=O)c2ccccc2F)CC1	-1.7	-4%	0	2%	2%	-42%	2%	-7%	?
O=C(CCc1ccccc1)N1CCCC(Nc2ccc(F)cc2)C1 (stereo unspecified)	-2.9	6%	0	-1%	2%	17%	-12%	1%	-21%
COc1cc(S(=O)(=O)NCc2ccccc2)ccc1Br	0.7	0%	7	3%	-3%	.	-1%	-13%	-7%
Cc1cc(C)c2[nH]c(O)c(N=NC(=S)NCC3CCCO3)c2c1 (stereo unspecified)	-0.1	-2%	-7	-2%	-15%	11%	-4%	-13%	5%
Cc1nn(Cc2ccc(C(=O)N3c4ccc(F)cc4CCC3C)o2)c(C)c1Br (stereo unspecified)	0.1	-30%	-5	19%	-3%	?	-11%	-4%	-26%
CCC(C)(C)NC(=O)C(c1ccc(F)cc1)N(CCOC)C(=O)CCC(=O)Nc1nccs1 (stereo unspecified)	1.1	3%[57.1 µM]	1	4%	4%	-6%	-1%	1%	10%
CC1=Nn2c(nnc2-c2ccccc2Cl)SC1	0.2	-1%	0	1%	-4%	11%	-22%	-1%	5%
CCCCn1c(N)c(N(CCOC)C(=O)CSCc2ccccc2C)c(=O)[nH]c1=O	-0.1	-6%	3	-1%	-12%	22%	-9%	-11%	3%
COc1ccc(Cl)cc1S(=O)(=O)N1CCC(C(=O)NC2CC2)CC1	1.8	-26%	-2	7%	3%	6%	-15%	7%	6%
CC(C)(C)c1cc(C(=O)N2CCc3ccccc3C2)ccn1	-3.7	1%	-1	7%	9%	-8%	-9%	1%	-10%
CC1(C)Cc2ccccc2C(C(Cc2ccccc2)C(N)=O)=N1 (stereo unspecified)	-0.7	7%	-6	-2%	-4%	-30%	-8%	-13%	4%
Cc1ccc(-n2ncc(C(=O)NC3CC3)c2C2CCN(C(=O)OC(C)(C)C)CC2)c(C)c1	-1.9	9%	4	-3%	9%	21%	3%	-6%	3%
COc1ccc(CCNC(=O)CN2C(=O)COc3ccc(S(=O)(=O)N4CCCC4)cc32)cc1OC	2.3	1%	0	-2%&-8%	2%&-5%	11%&-8%	-12%	1%	-11%
CCCC(=O)N1CCCC(C(=O)c2cccc(OC(C)C)c2)C1 (stereo unspecified)	-2.1	-2%[57.1 µM]	-6	-3%	14%	12%	3%	-11%	-21%
Cc1nnc(-c2ccccc2)c(=O)n1/N=C/c1c(O)ccc2ccccc12	11	-35%	7	2%	1%	.	-1%	21%	37%[activator]
COc1ccccc1CNC(=O)CN1C(=O)NC2(CCCc3ccccc32)C1=O (stereo unspecified)	0.1	9%	-7	-3%	-8%	-9%	-1%	-3%	-11%
COc1ccc([N+](=O)[O-])cc1NC(=O)C(C)OC(=O)c1ccccn1 (stereo unspecified)	-0.2	12%	1	5%	-5%	1%	-16%	-11%	5%
CCOc1cccc(-c2nnc3sc(C4CCCCC4)nn23)c1	-2.7	-8%	-6	-5%	-22%	?	?	11%	-1%
CC(C)[C@H](NC(=O)OCc1ccccc1)C(=O)OCC(=O)Nc1ccc(N2CCOCC2)cc1	-0.5	0%	-2	2%	-15%	30%	3%	-1%	-2%
O=C(Nc1cccc2cccnc12)c1cccc2ccccc12	0.7	-1%	.	-10%	-5%&-10%	-1%&-11%	1%	1%	27%
O=C1N=C(N2CCN(Cc3ccccc3)CC2)S/C1=C/c1cccs1	-1.4	6%	0	7%	-42%[inhibitor]	4%	-20%	12%	-25%
O=C(NCC(=O)N1CCN(S(=O)(=O)c2ccccc2C(F)(F)F)CC1)c1sc2ccccc2c1Cl	-0.3	6%	-4	12%	7%	.	-1%	-1%	5%
CSC(=S)N/N=C/c1c[nH]c2ccccc12	-0.8	-8%	7	-1%	?	-3%	-14%	9%	2%
O=S(=O)(Nc1nc2ccccc2nc1NCC1CCCO1)c1cccc(Cl)c1 (stereo unspecified)	-0.9	-23%	2	?	-1%	7%	-4%	-3%	-18%
Cc1nonc1OCCN1CCN(c2ccc([N+](=O)[O-])cc2)CC1	-2.4	4%	1	-6%	-8%	9%	0%	-2%	-5%
CC1CC(=O)C2=C(C1)Nc1ccccc1N=C2 (stereo unspecified)	0.2	1%	.	0%	-9%	27%	-4%	-2%	-16%
Cc1ccc(CNC(=O)CN(C)C2=NS(=O)(=O)c3ccccc32)cc1	-0.5	-3%	-6	4%	7%	-8%	-9%	12%	16%
Cc1nn(C(CC(=O)O)C(=O)O)c(C)c1Br (stereo unspecified)	-2.4	-4%	.	-2%	-8%	-16%	-8%	6%	3%
O=C(Nc1ccc2ccccc2c1)c1cc(F)c(F)cc1Cl	0.7	1%	6	-6%	-3%	-9%	-2%	-1%	0%
CCOc1ccc(C2NC(=O)c3ccccc3O2)cc1OCC (stereo unspecified)	2.2	?	23	0%	12%	9%	?	6%	-1%
COc1ccc([C@H]2CC(=O)C=C(c3ccc4ncccc4c3)C2)cc1	-0.6	9%	-16	15%	3%	17%	-22%	-4%	-5%
Cc1ccc(Oc2nn[nH]n2)cc1	-1.5	8%	.	-4%	13%	5%	-9%	14%	-4%
O=C(N/N=C/c1ccc(N2CCOCC2)cc1)c1cccs1	-5.1	-3%	-3	-3%	-3%	61%	1%	10%	-8%
COc1cccc(C(=O)NCC(=O)n2nc(C)cc2C)c1	1.1	-7%	5	-2%	5%	-4%	-7%	2%	-8%
COc1ccc(C(=O)OCC(=O)NC(=O)NCc2ccccc2)cc1[N+](=O)[O-]	1.0	-7%	-3	-7%	-1%	.	0%	-2%	6%
O=S(=O)(Nc1cnc2ccccc2c1)N1CCCCCC1	-0.1	-15%	-3	10%	22%	-2%	-4%	0%	-10%
Cc1cc(C)c2cc(C#N)c(NCCNC(=O)c3ccccc3)nc2c1	-0.7	0%	4	2%	-1%	-2%	-2%	-10%	-15%
CC(=O)c1cc2c(s1)-c1cc(F)ccc1OC2	-1.0	3%	4	1%	-7%	13%	-6%	-5%	-5%
Cc1cccc(-c2nnc(SCC(=O)O)n2Cc2ccccc2)c1	1.2	-6%[57.1 µM]	1	-6%	1%	6%	-1%	4%	-4%
NNC(=O)c1ccc(Cn2cc(Br)cn2)o1	-0.5	-1%	1	0%	1%	4%	-11%	2%	-4%

A second format for 2 compounds above:
The line under a structure holds: IL2 activator | WRN helicase inh | PI5P4K alpha inh | aSyn rescue | Abeta yeast res | FUS yeast rescue | PLK1 PBD inh | EPAC1 agonist | EPAC1 antagonist
- Cc1cc(C)c2cc(C#N)c(NCCNC(=O)c3ccccc3)nc2c1
 : -0.7 | 0% | 4 | 2% | -1% | -2% | -2% | -10% | -15%
- Cc1ccc(Oc2nn[nH]n2)cc1
 : -1.5 | 8% | . | -4% | 13% | 5% | -9% | 14% | -4%

Next part:
SMILES	IL2 activator	WRN helicase inh	PI5P4K alpha inh	aSyn rescue	Abeta yeast res	FUS yeast rescue	PLK1 PBD inh	EPAC1 agonist	EPAC1 antagonist
COC(=O)c1ccccc1S(=O)(=O)Oc1ccc(-c2ccc(C(=O)O)cc2)cc1	-0.5	-4%	6	1%	-6%	-5%	0%	-5%	4%
CC(C)(C)NC(=O)C(c1ccccc1F)N(Cc1ccco1)C(=O)c1csnn1 (stereo unspecified)	-2.0	1%	.	0%	-22%	13%	-8%	8%	-19%
CC1=C(C(=O)N(C)C)CC(CC(=O)NC2CCCCC2)C(=O)N1Cc1ccc(C(C)(C)C)cc1 (stereo unspecified)	0.6	-3%	0	0%	1%	27%	-4%	5%	-14%
CC(C)(C)S(=O)N1Cc2cc(C(=O)NCc3ccc(Oc4ccccc4)cc3)nc(-c3cccc(-c4cc5ccccc5o4)c3)c2[C@H]1CCO (stereo partly specified)	-1.0	-12%	2	-27%	-18%	?	-10%	-1%	-25%
CC[C@]12c3[nH]c4cc(CCC(=O)N(C)C)ccc4c3CCN1C(=O)[C@@H](CC(=O)NC(C)(C)C)C[C@@H]2C(=O)N1CCN(C(=O)c2ccco2)CC1	-0.4	6%	-4	2%	2%	8%	1%	-11%	3%
O=C(Cc1ccc(S(=O)(=O)N2CCCCC2)s1)Nc1ccc(F)c(F)c1	-0.7	-9%	3	-1%	4%	12%	3%	0%	2%
CC1CCN(S(=O)(=O)c2ccc(Cl)s2)CC1	-0.2	0%	10	8%	-5%	-37%	-9%	-12%	-9%
Cc1ccc(-c2nc3ccccc3[nH]2)cc1NC(=S)NC(=O)c1ccccc1Br	0.8	-4%	-7	-26%	-24%	39%	-24%	14%	-12%
OC(COCc1ccc2c(c1)OCO2)CN1CCCCC1 (stereo unspecified)	-3.0	6%	3	-1%	-12%	-37%	1%	-8%	9%
O=C(c1ccccc1-c1ccccc1)N1CCCCC1	0.4	11%	-7	11%	14%	3%	-2%	-5%	4%
O=C(CSc1ccccn1)Nc1ccc(N2CCOCC2)cc1	-1.0	7%	-9	12%	7%	1%	?	-3%	10%
Cc1ccc2nc(-c3ccccn3)oc2c1	-1.9	-7%	-2	-24%	-29%	-13%	-7%	5%	-10%
CCc1ccc(NC(=O)Nc2cnccn2)cc1	-0.7	5%	7	-9%	-17%	-3%	-9%	15%	-4%
COc1cc(NC(=O)CC(C)C)ccc1NC(=O)c1ccco1	-1.5	-3%	.	4%	9%	-2%	-2%	1%	-2%
O=[N+]([O-])c1cc(C(F)(F)F)cc([N+](=O)[O-])c1Sc1n[nH]c(C(F)(F)F)n1	-5.2	?	-16	-8%	-12%	-5%	?	8%	-22%
Cc1ccccc1NC(=S)N(Cc1ccco1)C(C)c1ccccn1 (stereo unspecified)	-2.6	-23%	-5	3%	?	7%	-10%	1%	?

Assay outcomes as filed in PubChem.
